Epigenetic reg: derepresses silenced GFP reporter in murine cells; murine LDR cells, GFP reporter derepression, 30 h; 0.2% of 280,000 active; Potency, µM (highest dose often 53.9 µM), for inactives: top-dose GFP activation, actives largely listed as activators; active means well fitted activation curve with a large enough effect; inconclusive means small, poorly fitted or top-dose-only effect; further: % of control where 0% means no effect; nearly all actives have a fitted effect of over 60% in size
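Reporter derepression read as number of fluorescent GFP-positive objects, 20-120 um in size, counted by laser-scanning cytometer. Mouse LDR line with an epigenetically silenced CMV-GFP locus; compound incubation 30 h, 37 C.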
Active calls of the source: *; ? = inconclusive. Potency means the concentration at half of the fitted maximal effect. These rows are one share of the data. The share of hits here may be higher or lower than overall.

SMILES	Epigenetic reg
CCCCN(CC)C(=O)c1nn(C)c2c1CSc1ccccc1-2	2.1%
CCc1ccc(S(=O)(=O)c2cn(C)c3cc(F)c(F)cc3c2=O)cc1	-0.3%
CCOc1ccc(CNC(=O)CCn2c(=O)c3cccn3c3cccnc32)cc1	-1.3%
CC(C)OCCCNC(=O)c1cn(C)c2ccc(S(=O)(=O)N(C)C3CCCCC3)cc2c1=O	-1.6%
COc1ccc(NC(=O)CN(c2cc(C)cc(C)c2)S(=O)(=O)c2c(C)noc2C)cc1Cl	11%
Cc1cc(Br)ccc1NC(=O)C(NS(=O)(=O)c1cccs1)c1ccccc1 (stereo unspecified)	-1.8%
C=CCOc1ccc(C2c3c(oc4ccc(C)cc4c3=O)C(=O)N2CCCN2CCOCC2)cc1 (stereo unspecified)	0.1%
CCOC(=O)C1CCCN(S(=O)(=O)c2cc(Br)cc3c2N(C(=O)CC)CC3)C1 (stereo unspecified)	-1.0%
CCCCCCSc1nc(N)c2c3c(sc2n1)CCCC3C (stereo unspecified)	4.2%
COCCNC(=O)c1[nH]c2cc(C)ccc2c1Sc1ccc(Cl)cc1	-1.7%
CC(=O)N1c2ccccc2C(C)(c2ccc(C)cc2)CC1(C)C (stereo unspecified)	-3.2%
COc1ccc2c(C)c(CCC(=O)NCCc3ccccc3OC)c(=O)oc2c1	-1.9%
CS(=O)(=O)N1CCc2cc(C(=O)Nc3ccc(S(N)(=O)=O)cc3)ccc21	?
Cc1cccc(-n2c(SCC(=O)Nc3ccccc3C)nc3c(oc4ccccc43)c2=O)c1	0.0%
CCc1cc2c(cc3c(=O)n(CCCC(=O)NCc4ccccc4Cl)nc(CC)n32)s1	0.0%
CCOc1ccccc1NC(=O)Cn1c(=O)n(Cc2ccco2)c(=O)c2cccnc21	0.0%
O=C(NCCCN1CCN(c2ccc(F)cc2)CC1)c1cnn(-c2ccc(F)cc2)c1-n1cccc1	2.5%
Cc1ccc(NC(=O)CSc2nc3c(oc4ccccc43)c(=O)n2Cc2ccco2)cc1F	-1.4%
CCOc1cccc(NC(=O)CSc2ncc(-c3ccc(Cl)cc3)[nH]2)c1	1.6%
CCOC(=O)c1c(NC(=O)c2cc(CC)on2)sc(C(C)=O)c1C	0.0%
CCOc1ccc(NC(=O)c2cc3c(n(-c4ccc(OC)cc4)c2=O)CC(C)(C)CC3=O)cc1	0.0%
COc1ccc(-c2cc(OC(=O)c3ccccc3Cl)c3c(C)oc(C)c3c(=O)c2)cc1OC	13%
Cc1ccc(C(=O)N2CCN(c3cccc(Cl)c3)CC2)cc1-n1c(C)nc2cccnc21	8.4%
O=C(NCc1cccs1)c1ccc(CSc2nc3ccncc3n2Cc2ccccc2)cc1	1.9%
CCS(=O)(=O)c1oc(-c2ccc(F)cc2)nc1S(=O)(=O)c1ccc(Br)cc1	?
O=C(O)Cc1sc(Nc2ccccc2)nc1-c1ccccc1	-1.1%
Cc1cc(C)cc(NC(=O)CSc2nc3c(cnn3-c3ccc(F)cc3)c(=O)[nH]2)c1	-0.2%
COc1cccc(C(=O)NC2=NC(c3ccccc3F)CC(=O)N2)c1 (stereo unspecified)	8.0%
CCOc1ccccc1NC(=O)Cn1c(=O)n(Cc2ccccc2)c(=O)c2c1c1cc(C)ccc1n2C	?
COc1cc(/C=C/c2nc(C#N)c(N3CCCCC3)o2)cc(OC)c1OC	8.3%

Copied from the list:
Entry of O=C(O)Cc1sc(Nc2ccccc2)nc1-c1ccccc1 under Epigenetic reg: -1.1%
Entry of CCOc1ccc(NC(=O)c2cc3c(n(-c4ccc(OC)cc4)c2=O)CC(C)(C)CC3=O)cc1 under Epigenetic reg: 0.0%
Entry of Cc1cc(C)cc(NC(=O)CSc2nc3c(cnn3-c3ccc(F)cc3)c(=O)[nH]2)c1 under Epigenetic reg: -0.2%

Continued:
SMILES	Epigenetic reg
CCOC(=O)c1c(-c2ccccc2)csc1NC(=O)c1cc(-c2ccc(F)cc2)on1	-1.8%
COc1ccccc1-c1noc(-c2ccc(NCc3ccco3)c([N+](=O)[O-])c2)n1	1.4%
CCOc1cc(C(=O)Nc2ccc(-c3nc4cc(C)ccc4o3)cc2)cc(OCC)c1OCC	0.0%
COc1cc(NC(=O)CCc2nc3cccnc3n2Cc2cccs2)cc(OC)c1OC	-4.3%
CCOc1ccc(NC(=O)C2CCCN(S(=O)(=O)c3ccc4[nH]c(=O)ccc4c3)C2)cc1 (stereo unspecified)	-0.2%
Cc1ccc2c(c1)c1c(c(=O)n(-c3ccccc3)c(=O)n1CC(=O)c1ccc(Cl)cc1)n2C	2.4%
CCc1cccc(-n2c(=O)c3cccnc3n2CC(=O)Nc2ccc(F)c(C)c2)c1	1.4%
Cc1ccccc1NC(=O)CSc1nccn1C	-0.2%
COc1cc(Nc2nc3ccccc3c3nnc(C)n23)cc(OC)c1	-0.2%
CCOC(=O)c1sc(N2C(=O)c3oc4ccc(F)cc4c(=O)c3C2c2cccc(OC)c2)nc1C (stereo unspecified)	-1.0%

2 records picked at random from the list so far:
SMILES	Epigenetic reg
CCOC(=O)c1c(-c2ccccc2)csc1NC(=O)c1cc(-c2ccc(F)cc2)on1	-1.8%
COc1cc(NC(=O)CCc2nc3cccnc3n2Cc2cccs2)cc(OC)c1OC	-4.3%

The list goes on:
SMILES	Epigenetic reg
O=C(CCCn1c(=O)[nH]c2ccsc2c1=O)N1CCN(c2cccc(C(F)(F)F)c2)CC1	3.3%
Cc1ccc(C(=O)Nc2ccc3c(c2)n(C)c(=O)c(=O)n3C)cc1	4.6%
CCCN1CN=C(NS(=O)(=O)c2ccc(NC(C)=O)cc2)NC1	-1.1%
CCOC(=O)c1ccccc1NC(=O)CSc1nc2cn(CC)nc2c(=O)n1Cc1ccc(Cl)cc1	-1.8%
CCOc1ccc(-n2c(=O)c3c(C)c(C)sc3n(CC(=O)C(C)(C)C)c2=O)cc1	-1.8%
CCCCc1nc2ccccc2n2c(-c3ccc(C)cc3)c3c(=O)n(C)c(=O)n(C)c3c12	-0.1%
Cc1nn(C(C)(C)C)c(OC(=O)c2c(F)cccc2F)c1Sc1ccccc1	1.5%
O=C(CC1C(=O)N(c2ccc(F)cc2)C(=O)N1Cc1cccnc1)Nc1ccc(F)cc1 (stereo unspecified)	7.4%
O=C(COc1ccccc1)Nc1sc2c(c1C(=O)Nc1ccccc1Cl)CCCCC2	1.6%
CSc1ccc(CCNC(=O)NCc2noc3ccccc23)cc1	1.3%
Cc1ccc2nc(N3CCN(c4ccccc4F)CC3)c3nnnn3c2c1	3.6%
Cc1oc2ncn(C)c(=O)c2c1C(=O)Nc1ccc(F)cc1	-3.4%
Cc1ccc2oc(=O)c3cc(C(=O)Nc4cccc(C#N)c4)sc3c2c1	-1.1%
COc1ccc(NC(=O)Cn2cc(C(=O)C3CC3)c3ccccc32)cc1	1.9%
COc1cc(C2c3c(oc4cc(C)c(C)cc4c3=O)C(=O)N2CCCN2CCOCC2)ccc1O (stereo unspecified)	10%
Cc1cccc(NC(=O)COc2ccc3oc4c(c3c2)CCCC4)c1	-2.9%
CN1CCc2nc3sc(C(=O)Nc4cccc(C#N)c4)c(N)c3cc2C1	0.0%
COc1cc(-c2noc(-c3cc4cccc(C)c4oc3=O)n2)cc(OC)c1OC	-0.5%
CCOC(=O)CCc1c(C)nc2c(-c3ccccc3)c(C)[nH]n2c1=O	2.1%
Cn1nc(C(=O)NCc2ccc(Cl)cc2)c2c1-c1ccccc1SC2	-5.8%
COc1ccccc1N1CCN(S(=O)(=O)c2c(C)nc3sccn3c2=O)CC1	-0.1%
Cc1ccc(NC(=O)Cn2cnc3sc(C(=O)O)c(C)c3c2=O)cc1Cl	-1.6%
COc1ccc(-n2nc(C(=O)Nc3cccc(C(F)(F)F)c3)c3c4ccccc4n(C)c3c2=O)cc1	3.8%
COc1ccc(NC(=O)NC(C)c2c(-n3cccc3)sc(C)c2C)cc1OC (stereo unspecified)	0.8%
Cc1ccc2nc(-c3ccc(Cl)c(NC(=O)c4ccc(Br)o4)c3)oc2c1	-1.6%
CCCCNC(=O)C1CCN(c2nc3ccccc3nc2C(F)(F)F)CC1	2.0%
COCCCNC(=O)Cn1c(=O)n(Cc2ccc(C(=O)NCc3ccc(C)cc3)cc2)c(=O)c2ccccc21	1.1%
CCOC(=O)C1(C)C=C(Nc2ccc(C)cc2)C(=O)N1c1ccccc1 (stereo unspecified)	-0.6%
Cc1ccc(-n2c(=O)c3cccnc3n2CC(=O)Nc2cccc(C)c2C)cc1	?
Cc1ccc(CSc2oc(-c3ccco3)nc2S(=O)(=O)c2ccc(Br)cc2)cc1	2.5%
CCc1ccc2oc(-c3ccc(NC(=O)c4ccc(OC)c(Br)c4)cc3)nc2c1	-1.6%
Cn1c(=O)c(=O)n(C)c2cc(S(=O)(=O)CCC(=O)Nc3cccc(C(F)(F)F)c3)ccc21	-4.3%
O=C(Nc1c(C(=O)Nc2ccc(F)cc2)oc2ccccc12)c1ccccc1F	-2.0%
CCOC(=O)C1CCN(S(=O)(=O)c2cc(Br)cc3c2N(C(=O)CC)CC3)CC1	4.8%
Cc1cc(C)c(NC(=O)CSc2nc3ccncc3[nH]2)c(C)c1	-5.8%
Cc1oc(-c2ccc(C(=O)NCCN(C)C)cc2)nc1CS(=O)(=O)c1ccccc1	-1.1%
Cc1nc2nc(NC(=O)c3ccccc3F)[nH]n2c(=O)c1Cl	-1.7%
Cc1cccc2c1-c1sc(C(=O)N3CCN(c4cccc(Cl)c4)CC3)cc1CO2	0.8%
CCOC(=O)N1CCC(NC(=O)c2ccc3c(c2)N(Cc2cc(C)ccc2C)C(=O)c2ccccc2S3=O)CC1 (stereo unspecified)	2.2%
COc1ccc(C2C=C(c3ccccc3)Nc3nc(NC(=O)c4cccc([N+](=O)[O-])c4)nn32)cc1 (stereo unspecified)	-3.4%
COc1ccc(CCNc2nc3c(c(=O)n(C)c(=O)n3C)n2Cc2ccccc2Cl)cc1OC	0.0%
COc1ccc(C2NC(=O)N(C)C3=C2C(=O)N(c2ccc(C)cc2)C3)cc1 (stereo unspecified)	1.1%
COc1cccc(Cn2cc(S(=O)(=O)c3ccc(C)cc3)c(=O)c3cc4c(cc32)OCO4)c1	-2.4%
COc1ccc2c(c1)-c1nc(NC(=O)c3ccc(Cl)cc3)sc1CC2	11%
Cc1cccc(C)c1NC(=O)c1oc2ccc3c(c2c1C)C(=O)CC(C)(C)O3	2.5%
COc1ccccc1Cn1cc(C(=O)c2ccc(C)cc2)c(=O)c2cc3c(cc21)OCCO3	-1.1%
Cc1cccc(C)c1NC(=O)Cn1c(=O)n(CCC(=O)NCc2ccccc2Cl)c(=O)c2sccc21	1.8%
Cc1ccc2c(c1)-c1ncc(C(=O)c3ccccc3O)cc1CO2	1.9%
CC(=O)Nc1cccc(NC(=O)CSc2ccc(-c3sc(-c4ccccc4)nc3C)nn2)c1	7.5%
Cn1c(=O)c2c(-c3ccccc3Cl)n(-c3cc(Cl)ccc3O)cc2n(C)c1=O	-2.9%

Further results:
SMILES	Epigenetic reg
CCc1ccc(-c2nc3ccc(Br)cc3c(C(=O)O)c2C)s1	-1.0%
CCSc1nc2c(c(=O)[nH]c(=O)n2C)n1CC(O)COc1ccc(Cl)cc1 (stereo unspecified)	-0.8%
Cc1ccc(CNC(=O)CN2CCN(Cc3ccc(F)cc3)C2=O)cc1	1.5%
O=S(=O)(c1ccc2nc(N3CCN(c4cccc(Cl)c4)CC3)ccc2c1)N1CCCCC1	-2.7%
O=C(NCCc1ccccc1)c1ccc(Nc2nc3ccccc3n3nnnc23)cc1	11%
Cc1ccc(C)c(Cn2c3ccccc3c3cnn(CC(=O)NCCC4=CCCCC4)c(=O)c32)c1	-3.3%

Given as labelled records: 4 of the compounds above.
> Cc1ccc(CNC(=O)CN2CCN(Cc3ccc(F)cc3)C2=O)cc1
  Epigenetic reg = 1.5%
> O=S(=O)(c1ccc2nc(N3CCN(c4cccc(Cl)c4)CC3)ccc2c1)N1CCCCC1
  Epigenetic reg = -2.7%
> O=C(NCCc1ccccc1)c1ccc(Nc2nc3ccccc3n3nnnc23)cc1
  Epigenetic reg = 11%
> Cc1ccc(C)c(Cn2c3ccccc3c3cnn(CC(=O)NCCC4=CCCCC4)c(=O)c32)c1
  Epigenetic reg = -3.3%
